# Pf Dd2 growth: Plasmodium falciparum Dd2 growth inhibition; Potency, µM (titrated, usually from 28.9 µM), for inactives: at the top dose activity, negative = inhibition, hits mostly inhibitors; P. falciparum Dd2 growth, SYBR Green, 72 h; 120,000 compounds, 4.3% hits; AID 1347417; active = well fitted inhibition curve with a large enough effect; inconclusive = small, poorly fitted or top-dose-only effect; inactive = no such curve, though single readings can be large or run the other way;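 also: plate controls were DMSO vehicle for no effect and reference drug for full effect; nearly all actives have a fitted effect of over 65% in size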
#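 Readout: SYBR Green fluorescence, 485 nm excitation, 535 nm emission, after ~16 h lysis at 37C. Before that, Dd2-infected red cells (2.5% hematocrit) grew 72 h with compound, 29 uM top final concentration.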
# * marks the source's active call; other numbers are inactive results; i = inactive; ? = inconclusive; ! = not confirmed by another sample; [ ] = another dose, or the depositor's remark. Potency is read from the fitted curve at half-maximal effect. An excerpt; count on the stated rates, not on these rows.
entry	molecule	Pf Dd2 growth
1	Cc1ccc(CCNC(=O)C2CC(=O)N(CCc3ccccc3)C2)cc1 (stereo not drawn)	5%
2	COc1ccccc1CNC(=O)Cn1ncc2c3ccccc3n(Cc3ccccc3C)c2c1=O	10%
3	CN(C)CCCC(=O)N1CCC2(CC1)CC(N[S+](C)(=O)[O-])c1ccccc12 (stereo not drawn)	14%
4	CCOc1ccc(Nc2ncnc3c2nc2n3CCCC2)cc1	8%
5	CCNC(=O)c1c(C)oc2c1CN(Cc1ccc(Br)o1)CC2	7.9µM*
6	COc1ccc(Cn2c3c(c(=O)n2Cc2ccccc2)CCN(C(=O)c2cccc(O)c2)C3)cc1	?
7	O=C(Nc1cc(F)ccc1F)C1CN(S(=O)(=O)c2cccnc2)CC12CCCCC2 (stereo not drawn)	-20%
8	CC(C)c1nnc(C2CN(C(=O)Cc3ccccc3Cl)CC23CCOCC3)o1 (stereo not drawn)	-7%
9	COc1ccc(CC(=O)N[C@@H]2CCNC[C@H]2O)c(OC)c1	0%
10	NC1CCCN(Cc2ccccc2F)C1 (stereo not drawn)	-20%
11	O=C(c1ccccc1OCC1CCCN(Cc2ccc(O)c(F)c2)C1)N1CCCCC1 (stereo not drawn)	-24%
12	O=C(CCC1CCCN(S(=O)(=O)c2ccccc2F)C1)NC1CCS(=O)(=O)C1 (stereo not drawn)	5%

# The closing 3 records of the part before are carried over, then new ones follow:
entry	molecule	Pf Dd2 growth
10	NC1CCCN(Cc2ccccc2F)C1 (stereo not drawn)	-20%
11	O=C(c1ccccc1OCC1CCCN(Cc2ccc(O)c(F)c2)C1)N1CCCCC1 (stereo not drawn)	-24%
12	O=C(CCC1CCCN(S(=O)(=O)c2ccccc2F)C1)NC1CCS(=O)(=O)C1 (stereo not drawn)	5%
13	O=C(c1ccccc1F)N1CCCC2(C1)NC(=O)N(Cc1cccc(Cl)c1)C2=O (stereo not drawn)	?
14	NC(=O)NCC(=O)N1CCCC(c2cc(N3CCOCC3)ncn2)C1 (stereo not drawn)	22%
15	Fc1ccc(CN2C[C@@H](F)[C@@H](OCc3nc4ccccc4o3)C2)cc1	i
16	COCCC(=O)N1CC(F)(F)C[C@H]1c1nc(COC)no1	29%
17	O[C@H]1[C@H](NCc2ccc(F)cc2)[C@H]2CO[C@H](O2)[C@@H]1Oc1ccccc1	i
18	CC(=O)c1ccc(N2CCN(C(=O)CCn3cnc4onc(-c5ccc(F)cc5)c4c3=O)CC2)cc1	i
19	Cc1ccc(C(=O)N2CCC3(CC2)c2nccn2-c2ccccc2CN3C)s1	i[5.79 µM]
20	CN(C)C(=O)N1CCC2(CC1)NCc1ccccc1-n1ccnc12	35%[activator][5.79 µM]
21	C#CCN[C@H]1C[C@@H]2c3[nH]c4ccccc4c3C[C@@H](C(=O)OC)N2[C@H](c2ccc(F)cc2)C1	13µM*
22	CC(C)(CC(=O)O)CC(=O)N[C@H]1C[C@H]2C(=O)Nc3ccc(-c4ccsc4)cc3C(=O)N2C1	22%
23	O=C1[C@@H]2C[C@@H](CN2C(=O)c2ccccn2)Oc2ccccc2N1Cc1ccc(OC(F)(F)F)cc1	?
24	COc1cccc(C(=O)Nc2c(C(=O)Nc3ccc(F)cc3)oc3ccccc23)c1OC	-21%

# Not a retest: entries from further up.
entry	molecule	Pf Dd2 growth
19	Cc1ccc(C(=O)N2CCC3(CC2)c2nccn2-c2ccccc2CN3C)s1	i[5.79 µM]
20	CN(C)C(=O)N1CCC2(CC1)NCc1ccccc1-n1ccnc12	35%[activator][5.79 µM]

# (continued)
entry	molecule	Pf Dd2 growth
25	C[S+](=O)([O-])CCn1ncc2cc(OCC3CCN(c4ncccn4)CC3)ccc21	?
26	Cc1cccc(C(=O)NC2CCN(c3cc(-c4cccs4)[nH]n3)CC2)c1	i
27	CCOC(=O)c1c(-c2ccc(Br)cc2)csc1NC(=O)c1ccccc1F	12%
28	O=C1OC[C@@H]2CCN(Cc3ccccc3)Cc3ccccc3N12	i
29	Cn1cnc(S(=O)(=O)N2CCCC(CO)CCNC(=O)CC2)c1 (stereo not drawn)	5%
30	COc1cc(NC(=O)CN2CCN(S(=O)(=O)c3ccc(Br)cc3)CC2)cc(OC)c1	i
31	CS(=O)(=O)N1CCCC1c1noc(CCC(=O)NCC2CC2)n1 (stereo not drawn)	-7%
32	COCC(=O)NC[C@H]1CCN(Cc2ccncc2)C[C@H]1N(C)C	2%
33	OC[C@H]1CCN(c2ccnc3c(C(F)(F)F)cccc23)C[C@H]1O	-22%
34	COc1ccc2c(c1)OCC(CNC(=O)c1csc(C(C)=O)c1)C2 (stereo not drawn)	0%
35	CCn1cnnc1CC1CCN(C(=O)Nc2ccccc2)C1 (stereo not drawn)	i
36	CSc1ncc2c(n1)-c1ccccc1N(Cc1ccccc1)S2(=O)=O	57%[activator]
37	COc1ccc(-c2cnnn2-c2ccc(NC(=O)c3ccccc3OC)cc2)cc1	28%
38	CC(C)CCOc1ccc(Cn2c(=O)oc3ccccc32)cc1	30%
39	Cc1ccc(Cl)cc1NC(=O)C(=O)NCC(c1cccnc1)N1CCc2ccccc21 (stereo not drawn)	?
40	COc1ccc(NC(=O)N2C[C@@H]3C[C@H](C2)c2ccc(NC(=O)Nc4ccc(C(C)=O)cc4)c(=O)n2C3)cc1	i
41	COc1ccc(NC(=O)c2c(OC)cc(=O)n3c2CCCC3)cc1	-22%
42	COc1ccc(CNC(=O)Cn2ncc3c4ccccc4n(Cc4cccc(Cl)c4)c3c2=O)cc1	7%
43	CC(=O)N1CCC(c2nc(-c3nnn4c3COC(c3ccc(C)cc3)C4)no2)CC1 (stereo not drawn)	?
44	COc1ccccc1N1CCN([C@H]2[C@@H]3OC[C@@H](O3)[C@@H](N(CC3CC3)CC3CC3)[C@@H]2O)CC1	?
45	COC(=O)c1c(NC(=O)Cc2coc3cc(C)ccc23)sc2c1CCC2	-25%
46	COCCN(CCOC)S(=O)(=O)c1ccc(C(=O)Nc2sc3c(c2C(N)=O)CCCC3)cc1	8%
47	CCOCC(=O)N1CCC(C2CCN(S(C)(=O)=O)CC2)C1 (stereo not drawn)	14%
48	COc1ccc(-c2noc(N3CCC(C(=O)N4CCN(c5cccc(C)c5C)CC4)CC3)n2)cc1	32%[activator]

# Reformatted field by field: two of the compounds above.
(42) COc1ccc(CNC(=O)Cn2ncc3c4ccccc4n(Cc4cccc(Cl)c4)c3c2=O)cc1
  Pf Dd2 growth: 7%

(43) CC(=O)N1CCC(c2nc(-c3nnn4c3COC(c3ccc(C)cc3)C4)no2)CC1 (stereo not drawn)
  Pf Dd2 growth: ?

# Additional structures follow:
entry	molecule	Pf Dd2 growth
49	CCn1c(-c2ccccc2)nn(CC(=O)NCc2ccc3nonc3c2)c1=O	1%
50	COCCN1CCCC(c2[nH]ccc2C(=O)NCCc2c[nH]c3ccccc23)C1 (stereo not drawn)	?
51	OC1(c2csc(CN3CCN(c4ccccn4)CC3)n2)CCN(Cc2ccccc2)CC1	8.9µM*
52	CC(=O)Nc1ccc(NC(=O)CCS(=O)(=O)c2ccc3c(c2)CC(=O)N3C)cc1	23%
53	Cc1nc(C)c(C(=O)N2CCC(Oc3ccccc3-c3nc(-c4ccccc4)no3)C2)s1 (stereo not drawn)	?
54	COc1ccc(OC)c(NC(=O)Cn2c(N3CCC(C)CC3)nc(C)cc2=O)c1	?
55	COC[C@@H]1CN(C(=O)c2ccc(OC)cc2C)C[C@H]1c1ccncc1	?
56	Cn1nnc2c(N3CCN(c4ccc(F)cc4)CC3)ncnc21	7%
57	Cc1ccc(NC(=O)NCCOCCn2c(=O)oc3ccccc32)cc1F	19%
58	CNC(=O)[C@@H]1CN(C(=O)c2cc(C)n(CCOC)c2C)C[C@H]1c1n[nH]c(C)n1	-15%
59	CCc1ccc(CNC(=O)c2cc(-c3ccc(Br)s3)nc3ccccc23)cc1	i
60	CCS(=O)(=O)NCC(c1ccco1)N1CCN(c2ccc(OC)cc2)CC1 (stereo not drawn)	24%
61	Cc1ccc(-c2nc3scc(CCNS(=O)(=O)c4ccc(Oc5ccccc5)cc4)n3n2)cc1	?
62	Cc1ccc(-c2[nH]ncc2CN2C[C@@H](CO)[C@H](c3ccccn3)C2)cc1	?
63	CC(=O)N1CCc2[nH]cnc2C12CCN(C(=O)c1ccc(C)c(C)c1)CC2	-24%
64	COc1cc(NC(=O)c2cc3c(N4CCSCC4)nc(C)cn3n2)cc(OC)c1OC	i
65	CC(=O)c1ccc(NC(=O)c2nn(C)c3c2COc2ccccc2-3)cc1	-9%
66	Cc1nc(-c2ccccc2)cc([C@H]2CN3CC[C@H]2C[C@@H]3CNC(=O)c2cccs2)n1	?
67	COc1cc(NC(=O)c2c(C)nn(-c3ccc(F)cc3)c2-n2cccc2)cc(OC)c1	7%
68	Cc1ccc(CNC(=O)Cn2c(=O)n(-c3ccc(C)cc3)c(=O)c3c2c2cc(C)ccc2n3C)cc1	-9%
69	COc1ccc(C(=O)N2C(C(=O)NC3CC3)COC23CCN(C(=O)c2ccccc2C)CC3)cc1 (stereo not drawn)	1%
70	O=C1CCN(C(=O)NC2CCCCC2)CCCC(c2nc(-c3cccnc3)no2)CCN1 (stereo not drawn)	-19%
71	O=C1CCN(S(=O)(=O)c2ccccc2)CCCN(C(=O)C2(c3ccccc3)CC2)CCN1	0.79µM*
72	COc1ccc(Cn2c(C3CCN(C(=O)c4c(F)cccc4F)CC3)n[nH]c2=O)cc1	-26%
73	COc1ccc(-c2ccc3nnc(CNC(=O)c4ccc(OC)cc4C)n3n2)cc1	-5%
74	CCN1CCC(N2C[C@@H](COC)[C@H](c3nc(C)no3)C2)CC1	22%
75	COc1ccc2ccc(OCc3nc(C(=O)N(C)CC4CCCO4)co3)cc2c1 (stereo not drawn)	i
76	Cc1oc2c(cc(NS(=O)(=O)c3ccc(C(C)C)cc3)c3ccccc32)c1C(=O)O	10%
77	COC(=O)c1cccc(NC(=O)N2CCc3c(nc4cc(-c5ccccc5)[nH]n4c3=O)C2)c1	?
78	CN(C)CCNC(=O)[C@H]1C[C@@](C)(C(=O)O)N(C)[C@H]1c1ccc(Cl)cc1	-8%
79	c1ccc2c(-c3nc4ccncc4[nH]3)c[nH]c2c1	13µM*!
80	Cc1cc(C)c2sc(N(Cc3cccnc3)C(=O)CCOc3ccccc3)nc2c1	?
81	COc1ccc(C(=O)Nc2ccc(-c3noc([C@@H]4CCCN4Cc4ccc(F)c(F)c4)n3)cn2)cc1	i
82	Cc1ccc(C)c(-c2ccc(C(=O)NCCCn3ccnc3C(C)C)cn2)c1	?
83	CCOc1cc2c(cc1OCC)C(CC(=O)OC)N(C(=O)Nc1cc(OC)ccc1OC)CC2 (stereo not drawn)	?
84	C[C@H](O)c1onc(-c2ccccc2)c1C(=O)NC1CCC1	-5%[44.1 µM]
85	COC(=O)CNC(=O)C1=NOC2CN([S+](C)(=O)[O-])CC12 (stereo not drawn)	?
86	O=C(Cn1ccn2nc(-c3ccc(F)cc3)c(CO)c2c1=O)Nc1ccc(F)c(F)c1	i
87	CSCCCN1CCC2(Cc3ccccc3CNC2=O)C1 (stereo not drawn)	-21%[44.1 µM]
88	O=C(c1cccc(OC(F)(F)F)c1)N1CCC2(CC1)CC(O)CCO2 (stereo not drawn)	21%
89	O=C(NC[C@H]1O[C@@H](CO)[C@@H](O)[C@H]1N1CCN(c2cccc(C(F)(F)F)c2)CC1)Nc1ccc(F)cc1F	i
90	Cc1cc(C(=O)NCc2ccccc2Cl)c2c(C)nn(-c3ccccc3)c2n1	?
91	COc1cccc(-n2cc(C(=O)OCc3ccc(Cl)cc3)c3ccccc3c2=O)c1	-23%
92	O=C(Nc1ccc(Cl)cc1)N1CCC(c2nn(-c3ccc(Cl)cc3)c(=O)[nH]2)CC1	?
93	Cc1ccccc1NC(=O)c1oc2c(c1C)-c1nn(Cc3cccc(Cl)c3)cc1CC2	i
94	O=C(CCC[C@@H]1[C@H]2CCCN3CCC[C@@H](CN1C(=O)c1ccco1)[C@@H]23)NCC1CC1	-14%
95	CCC12CN3CC(C)(CN(C1)C3c1ccc(O)cc1O)C2=O (stereo not drawn)	30%
96	O=C(NC[C@H]1OC[C@@H](NCc2ccccc2O)[C@@H]1O)C1CCCC1	-1%[44.1 µM]
97	Cn1c(C(=O)O)cc2c1CCN(Cc1ccc(F)cc1)C2	-22%
98	COc1cccc(CNC(=O)Cn2nc(C)c3sc4ccccc4c3c2=O)c1OC	i
99	COc1cccc(NC(=O)N2CCOC(CN(CC(C)C)C(=O)c3cccc(OC)c3)C2)c1 (stereo not drawn)	?
100	O=C1NCN(Cc2ccc(Cl)cc2)C12CCN(CC1CCCCC1)CC2	?
101	CN(Cc1ccc(F)cc1)C(=O)Nc1ccccc1	-25%[44.1 µM]
102	COc1cccc(C(=O)N2CCCC3(C2)NC(=O)N(Cc2ccc(C)cc2)C3=O)c1OC (stereo not drawn)	?
103	CCc1cnc2c(c1SCC(=O)NCc1ccc(C)cc1)c(=O)n(C)c(=O)n2C	7%
104	CCOC(=O)c1ccccc1NC(=O)Cn1cc(C(=O)c2cccc(OC)c2)c(=O)c2ccc(C)nc21	-6%
105	Cc1ccc(C(=O)N2CCC(c3nc(C4CCOCC4)no3)CC2)cn1	?
106	O=C1Nc2ccccc2CNC12CCN(Cc1ccccn1)CC2	10%
107	CC(=O)Nc1c(C)nn(-c2ccccc2)c1N1CCC(C(=O)NCc2ccc(F)cc2)CC1	?
108	CNC(=O)[C@@H](c1ccccc1OC)N1CCC[C@H]1C(=O)N1CCN(C)CC1	7%
109	Cc1ccc(C2=NC3(CCN(C(=O)c4cc(F)ccc4Cl)CC3)ON2)cc1	-24%
110	O=C(CCC1N=C2c3ccccc3N=C(SCc3ccc(Cl)cc3)N2C1=O)NC1CCCCC1 (stereo not drawn)	-23%
111	COc1ccc(F)cc1S(=O)(=O)N1CCCC(Cn2c(C3CC3)nc3cccnc32)C1 (stereo not drawn)	i

# Screening results deposited in PubChem by National Center for Advancing Translational Sciences (NCATS).
